# Screening data as filed in PubChem.
# RAD52 anneal inh = inhibitors of human RAD52 DNA annealing; P43351; recombinant RAD52 DNA annealing, FRET fluorescence; inhibition, % at 18.7 µM; 360,000 compounds, 0.46% hits; AID 651710;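 active = every replicate showing at least 50% inhibition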
# RAD54 inh = inhibitors of human RAD54 branch migration; Q92698; RAD54 Holliday junction branch migration, FAM/BHQ fluorescence; inhibition, % at 10.4 µM; 360,000 compounds, 0.14% hits;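 active = mean normalized replicate activity at least 40 and at least half of replicates scoring 40 or more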;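 note: 0% = median of neutral control wells and 100% = median of positive control wells; inhibitors cause a drop in the FAM fluorescence signal; in these data hits start at about 50%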
# Xi reactivation = X-chromosome reactivation activator | XiGFP mouse fibroblasts, % GFP-positive cells imaging, 3 d; cells co-treated with 5-aza-dC sensitizer; scaled so ellipticine positive control = 100% | activation, % at 7.58 µM | 360,000 compounds, 0.055% hits | AID 743238;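 active = mean normalized replicate activation at least 10% and every replicate at or above 10%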;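 note: 0% = median of on-plate neutral control wells and 100% = ellipticine 6 µM median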
#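 material = 68-5-11 XiGFP fibroblast line | medium = DMEM plus 5-aza-dC sensitizer | schedule = 3 days compound exposure | benchmarks = positive control ellipticine, 6 µM final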
# esBAF inh = blocks esBAF chromatin remodeling in mouse ES cells; reporter increase, % at 12.5 µM; 350,000 compounds, 2% hits; AID 602393; Bmi1-luciferase knock-in reporter, 24 h; 100% = twice the neutral-well signal; in the data active = activation above about 40%;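 note: 0% = median of the plate's neutral control wells and 100% = double that signal; a rise in the Bmi1 reporter signal indicates esBAF inhibition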
# ERAP1 inh = ERAP1 (human) enzyme inhibition. Q9NZ08. recombinant ERAP1, Leu-AMC fluorescence, 60 min. inhibition, % at 10.7 µM. 340,000 compounds, 0.15% hits;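 active = mean replicate inhibition of at least 30%, or all replicates individually reaching that 30% level; inactive = mean below 30% and not every replicate reaching it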;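 note: 0% = neutral control wells and 100% = L-leucinethiol positive control wells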
# Target sequence (Q9NZ08 whole entry, looked up): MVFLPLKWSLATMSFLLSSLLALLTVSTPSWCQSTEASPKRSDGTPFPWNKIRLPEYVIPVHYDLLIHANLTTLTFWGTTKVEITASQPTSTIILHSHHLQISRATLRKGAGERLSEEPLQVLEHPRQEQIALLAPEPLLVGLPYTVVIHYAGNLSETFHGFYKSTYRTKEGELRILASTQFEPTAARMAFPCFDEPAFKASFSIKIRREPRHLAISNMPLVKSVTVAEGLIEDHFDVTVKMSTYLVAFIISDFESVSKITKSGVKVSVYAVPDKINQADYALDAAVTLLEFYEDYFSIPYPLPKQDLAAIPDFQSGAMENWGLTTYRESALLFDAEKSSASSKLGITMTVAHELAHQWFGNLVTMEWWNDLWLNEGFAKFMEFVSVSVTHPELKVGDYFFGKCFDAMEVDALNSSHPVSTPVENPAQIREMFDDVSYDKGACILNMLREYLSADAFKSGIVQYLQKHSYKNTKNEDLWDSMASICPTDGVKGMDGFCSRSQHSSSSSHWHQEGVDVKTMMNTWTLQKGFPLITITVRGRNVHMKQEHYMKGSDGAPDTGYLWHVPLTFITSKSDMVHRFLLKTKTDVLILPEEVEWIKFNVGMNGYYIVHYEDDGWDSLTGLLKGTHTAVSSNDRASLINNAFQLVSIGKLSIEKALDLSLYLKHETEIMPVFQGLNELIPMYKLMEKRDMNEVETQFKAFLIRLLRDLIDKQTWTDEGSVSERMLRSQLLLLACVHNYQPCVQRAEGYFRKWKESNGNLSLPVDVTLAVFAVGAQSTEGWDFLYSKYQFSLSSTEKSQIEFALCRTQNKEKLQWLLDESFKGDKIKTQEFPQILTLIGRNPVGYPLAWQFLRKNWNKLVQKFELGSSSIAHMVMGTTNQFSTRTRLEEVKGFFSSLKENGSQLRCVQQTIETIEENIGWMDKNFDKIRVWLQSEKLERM
# F508del corr = correctors of CFTR F508del function in bronchial epithelial cells. CFBE cells, YFP halide quenching; stimulated with forskolin plus potentiator P3; % fluorescence drop versus neutral controls. activity (quench increase), % at 7.58 µM. 350,000 compounds, 0.36% hits;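 active = mean added fluorescence quench of at least 8% versus neutral control, with both replicates also reaching 8%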;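 note: cells transiently co-express mutant CFTR-F508del with the halide-sensitive YFP; corrector assay measuring rescue of mutant channel to the surface after 24 h compound exposure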
# INS-1E GSIS act = primary screen for activators of insulin secretion dependent on glucose, INS-1E cells, GLuc reporter luminescence. INS-1E GLuc reporter insulin secretion, 2-3 h. activation, % at 16.6 µM. 370,000 compounds, 0.61% hits;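 active = lowest replicate activation of at least 40%, so every replicate reaches that level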;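 note: 0% = median of neutral control wells and 100% = median of IBMX positive control wells; some compounds called inactive have numbers as strong as hits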
# ARNT-TACC3 inh = disruptors of human ARNT/TACC3 interaction | AlphaScreen His-ARNT PAS-B/GST-TACC3 binding, luminescence; TACC3 fragment carries E629A point mutation | AID 623870 | Q9Y6A5 | inhibition, % at 9.99 µM | 390,000 compounds, 0.66% hits;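 active = mean inhibition of replicates at least 50% and at least half of replicates each reaching 50%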;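 note: 0% = complete ARNT plus TACC3 wells and 100% = ARNT alone without TACC3; many hits fall short of the cut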
# An asterisk follows results filed as active; nt = no result given.
SMILES,RAD52 anneal inh,RAD54 inh,Xi reactivation,esBAF inh,ERAP1 inh,F508del corr,INS-1E GSIS act,ARNT-TACC3 inh
O=C(NCC(=O)N1CCCC(C(F)(F)F)C1)c1ccc(Br)o1 (stereo unspecified),-5,nt,0.4,-5,2,-0.2,11,-3
C[C@@H]1CN([C@@H](C)CO)C(=O)Cc2cc(NS(=O)(=O)c3ccccc3)ccc2O[C@@H]1CN(C)Cc1ccc(C(=O)O)cc1,-2,nt,-0.3,3,2,-0.7,12,nt
O=C(Nc1cc(C(F)(F)F)ccc1N1CCCCC1)C1=COCCO1,-25,4,0.3,0,-2,3.8,-17,nt
CN(C(=O)COC(=O)CN1C(=O)c2cccc([N+](=O)[O-])c2C1=O)c1ccccc1,-14,-3,0.2,-1,2,1.2,30,15
CCOC(=O)c1cc(CC)sc1NC(=O)COC(=O)c1cnccn1,-5,4,-0.1,0,3,6.0,69*,-1
NS(=O)(=O)c1ccc(CCNC(=O)COC(=O)Cc2ccc([N+](=O)[O-])cc2)cc1,-16,-9,-0.1,-8,-1,1.2,5,-4
CC(C)(C)OC(=O)NCCCCCc1nnc(SCc2cccc(F)c2)o1,-22,nt,0.1,nt,nt,-1.0,6,26
C[C@H](CO)N1C[C@H](C)[C@@H](CN(C)Cc2cccc(F)c2)Oc2cc(C#Cc3ccccn3)ccc2S1(=O)=O,-57,-8,-0.3,3,1,1.8,-14,8
C[C@@H]1CN([C@H](C)CO)C(=O)c2cc(NS(=O)(=O)c3cccs3)ccc2O[C@H]1CN(C)Cc1ccc(C(=O)O)cc1,19,1,-0.1,-1,0,-1.0,5,-6
COc1cccc(CN(C)CC2CCCN(CCc3ccc(Cl)cc3)C2)c1OC (stereo unspecified),2,-7,0.1,-7,0,-0.2,-20,5
C[C@H]1CN([C@@H](C)CO)C(=O)c2cccc(NS(=O)(=O)c3cn(C)cn3)c2O[C@H]1CN(C)Cc1ccc(-c2ccccc2)cc1,-4,6,0.3,-1,4,-0.4,7,-7
CCOc1ccc(-n2cc(-c3ccccc3)c3c(=S)nc[nH]c32)cc1,-5,-2,-0.1,3,0,1.7,1,3
Cc1ccc(-c2ocnc2C(=O)Nc2ccccc2NC(=O)c2ccccn2)cc1,-13,0,0.2,nt,4,3.3,-8,2
CC(C)CCN=Cc1c(O)n(-c2ccccc2)c(=O)c2ccccc12,nt,21,nt,-9,nt,nt,-13,-5
N#Cc1ccc(NC(=O)COC(=O)c2cccnc2Cl)cc1,-22,-8,0.0,-4,0,-4.6,2,nt
C=C[C@@H]1c2ccccc2N(S(=O)(=O)c2ccc(C)cc2)[C@H](c2ccc(C(=O)OC)cc2)C1(C#N)C#N,-20,-7,0.0,-8,1,-1.5,-3,-6
O=C(CN1CCCC1=O)NC1(C(F)(F)F)NC(=O)N(Cc2ccccc2)C1=O (stereo unspecified),-11,-9,nt,-3,0,1.3,3,11
COc1ccc(Br)cc1CN(C)CC(=O)Nc1ccccc1Cl,-8,-15,-0.1,nt,-2,nt,nt,4
Cc1nn(C)c(C)c1NC(=S)Nc1ccc(S(=O)(=O)Nc2ncccn2)cc1,-10,-4,0.2,-3,6,-1.5,-1,-4
COc1cccc(C2NC(=O)c3sc(=S)n(-c4ccccc4)c3N2)c1 (stereo unspecified),nt,1,nt,-13,nt,nt,5,-53
CCOC(=O)Cc1csc(NC(=O)CSc2nc(C)cc(C)n2)n1,-14,nt,0.2,nt,3,-1.6,nt,-2
O=C(CCl)N1CCN(CC(=O)N2CCCC2)CC1,9,-3,0.1,-1,-1,-2.5,1,-2
O=C1CCCN1c1ncc(S(=O)(=O)c2ccc([N+](=O)[O-])cc2)s1,-11,nt,0.6,5,5,-1.0,-2,2
CN1CCN(C(=O)C[C@H]2CC[C@@H]3[C@H](COC[C@@H](O)CN3C(=O)Nc3cc(Cl)cc(Cl)c3)O2)CC1,16,-6,0.1,-7,-1,0.1,-5,-32
CCN(CC(=O)NCc1ccc(Cl)cc1)C(=O)c1cc(OC)cc(OC)c1,-15,0,0.0,-7,1,-3.7,-4,-4
O=C(c1ccco1)N1CCN(Cc2cc(=O)c(OCc3c(F)cccc3Cl)co2)CC1,-9,5,0.1,-4,-3,2.6,19,2
CNC(=O)c1ccsc1NC(=O)c1ccc(S(=O)(=O)N2CCc3ccccc32)cc1,-18,-6,-0.2,7,3,2.7,1,6
Cc1cc(NC(=O)CSc2nnc(-c3cccs3)n2N)no1,nt,2,nt,-9,nt,nt,-1,1
CCn1c2ccccc2c2cc(NC(=O)c3ccco3)ccc21,-32,-8,nt,11,-2,3.2,-4,7
C/C=C/c1ccc([C@@H]2[C@H](CO)N(C(=O)Cc3cccnc3)[C@H]2CNC(C)=O)cc1,-21,-3,-0.1,-3,0,-0.5,17,-3
C[C@@H](NC(=O)C[C@H]1C[C@H]2c3cc(NC(=O)CC4CC4)ccc3O[C@H]2[C@H](CO)O1)c1ccccc1,-1,-11,0.0,5,0,-0.2,3,-11
O=C(C1CC1)N1N=C(C2CCCCC2)CC1(O)C(F)(F)F (stereo unspecified),-17,nt,0.0,nt,-2,-0.6,nt,-7
COc1ccc(C(C)(NC(C)=O)c2nc(/C=C/c3ccccc3)cs2)cc1 (stereo unspecified),3,0,0.1,3,10,0.4,-26,nt
C[C@@H]1CN([C@H](C)CO)C(=O)c2cccc(NC(=O)C3CC3)c2O[C@@H]1CN(C)C,-3,2,0.1,-10,-4,3.2,20,2
O=C1C(C2=NC(c3ccccn3)C3C(=O)N(c4ccc(OC(F)(F)F)cc4)C(=O)C23)=C(O)c2ccccc21 (stereo unspecified),-4,nt,-0.1,nt,7,4.2,4,-5
COc1cccc(CN(C(=O)c2ccccc2Br)C2CCS(=O)(=O)C2)c1 (stereo unspecified),-4,4,0.0,4,2,-0.1,6,-7
CCN(C(=O)CSc1nnc(-c2c[nH]c3ccccc23)o1)C1CCS(=O)(=O)C1 (stereo unspecified),-3,0,0.0,9,1,-2.6,3,10
Cc1cc(-c2ccccc2)nc(N/N=C/c2cccnc2)n1,-83,3,0.4,24,0,-2.0,-5,2
COc1ccc(CN2C(=O)C(=O)N(CC(N)=O)C2=O)cc1,-8,nt,0.0,nt,1,nt,5,-10
CC(C)c1ccc(NC(=O)C(c2ccccc2)N(Cc2ccco2)C(=O)CC2NC(=O)NC2=O)cc1 (stereo unspecified),-8,nt,-0.2,nt,0,-0.9,-30,-2

# Part of the list above in order of heavy-atom count, ascending.
SMILES,RAD52 anneal inh,RAD54 inh,Xi reactivation,esBAF inh,ERAP1 inh,F508del corr,INS-1E GSIS act,ARNT-TACC3 inh
Cc1cc(NC(=O)CSc2nnc(-c3cccs3)n2N)no1,nt,2,nt,-9,nt,nt,-1,1
CCN(CC(=O)NCc1ccc(Cl)cc1)C(=O)c1cc(OC)cc(OC)c1,-15,0,0.0,-7,1,-3.7,-4,-4
CCN(C(=O)CSc1nnc(-c2c[nH]c3ccccc23)o1)C1CCS(=O)(=O)C1 (stereo unspecified),-3,0,0.0,9,1,-2.6,3,10

# (more compounds)
SMILES,RAD52 anneal inh,RAD54 inh,Xi reactivation,esBAF inh,ERAP1 inh,F508del corr,INS-1E GSIS act,ARNT-TACC3 inh
Cc1ccc2c(c1)/C(=C/c1ccccc1C)C(=O)N2,-8,-8,0.0,1,-2,-18,-13,13
C[C@@H]1CN([C@H](C)CO)C(=O)c2cc(NC(=O)C3CCCCC3)ccc2O[C@@H]1CN(C)Cc1ccc(Cl)c(Cl)c1,-32,-34,-0.1,2,0,0.5,-20,6
COC(=O)c1sc(S(=O)(=O)NCCCN(C)C)c(C(=O)OC)c1C,-10,3,0.0,nt,-4,2.3,2,-12
OCc1cc(Br)ccc1OCc1nc2ccccc2s1,-18,1,nt,77*,0,nt,9,-3
COc1ccc2c3c([nH]c2c1)[C@H](CO)N(C(=O)c1ccccc1)CC31CCN(C)CC1,5,nt,0.7,nt,0,0.0,-3,nt
CC(CCn1cccn1)NC(=O)CCc1nnc(CCc2ccccc2)o1 (stereo unspecified),-5,nt,0.0,nt,1,nt,11,nt
Cc1oc(S(=O)(=O)N(C)C)cc1C(=O)Nc1ccc(F)cc1,-10,-6,-0.1,-8,5,-0.6,16,-12
COCC#Cc1cnc2c(c1)C(=O)N([C@H](C)CO)C[C@@H](C)[C@H](CN(C)C(=O)CCN1CCCCC1)O2,0,11,-0.7,3,-1,-0.4,2,0
CCn1c(=O)c2cc(C(=O)N(C)c3cc(C)ccc3OC)sc2c2ccccc21,-4,2,0.3,4,2,4.4,nt,-6
COc1ccc(CN(C)C[C@H]2Oc3c(NS(=O)(=O)c4ccc(F)cc4)cccc3C(=O)N([C@@H](C)CO)C[C@H]2C)cc1,-2,0,0.4,-5,1,-1.0,10,2
C[C@H]1CCCCO[C@H](CN(C)Cc2ccc3c(c2)OCO3)[C@@H](C)CN([C@@H](C)CO)C(=O)c2cc(NS(=O)(=O)c3ccc(F)cc3)ccc2O1,16,-4,0.0,-6,1,3.6,-9,3
Cc1ccccc1OCCC(=O)N1CCN(S(=O)(=O)c2ccc(F)cc2)CC1,-6,-11,0.0,-4,-4,-3.1,7,-4
CN(C)S(=O)(=O)c1cccc(NC(=O)CN2C(=O)NC(Cc3c[nH]c4ccccc34)C2=O)c1 (stereo unspecified),-4,nt,0.0,nt,-1,-1.0,-4,nt
COc1cccc(C(=O)N2C[C@H]3[C@@H](c4ccccc42)[C@H](CO)N3C(=O)c2ccc(F)cc2)c1,-5,2,0.1,0,3,1.7,6,4
O=C(c1cccc(F)c1)N1CC2(C1)[C@H](c1ccccc1)[C@H](CO)N2C(=O)C1CCC1,-22,nt,0.0,nt,3,1.1,-8,nt
COc1ccc(NC(=O)Nc2cccc3c2O[C@@H](CN(C)S(=O)(=O)c2cn(C)cn2)[C@H](C)CN([C@@H](C)CO)C3=O)cc1,5,4,-0.9,-9,2,0.7,19,nt
COC1CCCN(Cc2c(C(=O)N3CCc4ccccc4C3)nc3ccc(Cl)cn23)C1 (stereo unspecified),-41,4,0.0,-3,2,-3.9,3,0
CCN1C(=O)/C(=C/C=C2/Sc3ccccc3N2CCO)SC1=S,-43,-2,0.1,-8,-1,1.3,-10,-6
CC1CCC(=NNC(=O)c2ccccc2-n2cccc2)CC1 (stereo unspecified),-5,-3,0.2,8,-3,-2.0,-20,8
O=C(O)COn1c(-c2ccccc2)nc2ccc([N+](=O)[O-])cc21,-7,9,0.0,49*,-14,1.1,-5,nt
CCC(C(=O)Nc1ccc2c(c1)OCCO2)n1c(=O)[nH]c2ccccc2c1=O (stereo unspecified),-5,19,0.1,-28,-1,2.0,7,0
CC(C)N(CC(O)COc1ccc(CC(N)=O)cc1)CC(O)COc1ccc(CC(N)=O)cc1 (stereo unspecified),-13,2,0.0,-12,-6,1.2,9,16
Cc1noc(C)c1COc1ccccc1C(=O)NCCc1ccc(S(N)(=O)=O)cc1,3,2,0.0,-4,0,2.1,-1,-1
Cc1cc(C=O)c(C)n1-c1cc(C(=O)O)cc(C(=O)O)c1,-15,nt,-0.1,nt,4,-1.1,9,-12
Nc1c(C=C2C=CC(=O)C=C2)c(=O)nc2sc(CC(=O)N3CCOCC3)nn12,-29,nt,0.0,nt,4,-0.7,12,6
N#CCCN1CCN(CCC#N)c2ccccc21,-19,-5,0.4,-1,1,1.7,nt,-13
O=C(COC(=O)Cc1ccc(Cl)cc1)Nc1c(F)cccc1F,-6,4,0.0,-7,2,-2.5,10,nt
Cc1noc(C)c1S(=O)(=O)N(C)C[C@H]1Oc2ccc(NC(=O)NC(C)C)cc2CC(=O)N([C@@H](C)CO)C[C@@H]1C,-5,2,0.0,-7,3,-4.9,0,-1
